High-throughput results (PubChem BioAssay)
SKN-1 block: suppressors of acrylamide-induced Pgst-4::GFP reporter in worms, primary screen, SKN-1 inhibitor project, whole organism, uHTS, GFP/RFP fluorescence ratio, strain VP596; inhibition, % at 21.8 µM; 360,000 compounds, 0.49% hits; C. elegans VP596 Pgst-4::GFP/RFP ratio, 24 h; AID 624304, 2012;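 active = interference check ratio from 0.5 to 1.5 plus GFP to RFP signal ratio inhibition reaching or exceeding a fixed threshold, cut at about 30% in these data, passing the limit was not always enough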; also: some compounds called inactive have numbers as strong as hits
MT1-MMP act inh: blockers of MT1-MMP proenzyme processing, primary screen, HT1080 RFP-PRO-GFP cells, GFP/RFP fluorescence | Matrix metalloproteinase-14 (Homo sapiens), P50281 | GFP/RFP ratio fluorescence, overnight; percent of plate control window, DMSO zero | GFP/RFP ratio change, % at 20 µM | 360,000 compounds, 0.061% hits | AID 651647, 2012;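 active = GFP/RFP ratio change of at least 30% with cell ATP level not reduced by more than half and red fluorescence within 50% of control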; also: strong numbers were not always called active
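Test system: HT1080 cells expressing an RFP-PRO-GFP fluorescent reporter construct / Compound dosing: single-point 20 µM compound, 1% DMSO / Schedule: cells overnight before dosing, compound overnight, 37 °C, 5% CO2 / Evaluation: GFP/RFP fluorescence ratio / Control set: DMSO and RFP-L50D-GFP cell wells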
Rin1 Abl inh: inhibitors of Rin1-Abl protein binding, primary screen, biochemical, TR-FRET | 360,000 compounds, 0.4% hits | Tyrosine-protein kinase ABL1 (Homo sapiens) + Ras and Rab interactor 1 (Homo sapiens), … | inhibition, % at 7.35 µM; in the data active = inhibition above about 5%, passing the limit was not always enough
MsrA act: bovine MsrA enzyme activators, primary screen, biochemical, absorbance, HTS; Methionine sulfoxide reductase A (Bos taurus); 360,000 compounds, 0.3% hits; AID 602163, 2012; activation, % at 10.6 µM; purified bovine MsrA, absorbance read-out; in the data active = activation above about 7.5%;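 also: 0% = vehicle and 100% = reference activator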
eLon inh: inhibitors of E. coli Lon protease, primary screen, biochemical, fluorescence polarization; inhibition, % at 7.94 µM; 360,000 compounds, 0.42% hits; purified E. coli Lon protease; AID 602123, 2011; in the data active = inhibition above about 13%, passing the limit was not always enough;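 also: 0% = enzyme with probe and DMSO and 100% = no enzyme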
Neddyl block: inhibitors of cullin neddylation, primary screen, biochemical, TR-FRET, uHTS, NAE and Ubc12; 360,000 compounds, 0.58% hits; calls only at 25 µM; in the data active = inhibition above about 36%
CendR NRP1 mod: modulators of CendR peptide binding to NRP-1, primary screen, biochemical, fluorescence polarization, uHTS | inhibition, % at 25 µM | FAM-RPARPAR peptide binding to NRP-1 | Neuropilin-1 (Homo sapiens), O14786 | 360,000 compounds, 0.85% hits;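 active = inhibition or corrected inhibition above about 18%, plus a signal ratio from 0.5 to 1.5, limit read from the data, passing the limit was not always enough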; also: strong numbers were not always called active
PABP1 MLLE inh: inhibitors of PABP1 MLLE–PAM2 peptide binding, primary screen, biochemical, fluorescence polarization, FITC-PAM2, GST-MLLE; AID 588489, 2011; 360,000 compounds, 0.36% hits; inhibition, % at 20 µM; Polyadenylate-binding protein 1 (Homo sapiens), P11940; in the data active = inhibition above about 35%, passing the limit was not always enough;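 also: plate controls were DMSO wells with GST-MLLE for no effect and wells lacking GST-MLLE protein for full effect; some results filed as inactive read as strong as hits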
Target sequence (P11940 whole entry, looked up): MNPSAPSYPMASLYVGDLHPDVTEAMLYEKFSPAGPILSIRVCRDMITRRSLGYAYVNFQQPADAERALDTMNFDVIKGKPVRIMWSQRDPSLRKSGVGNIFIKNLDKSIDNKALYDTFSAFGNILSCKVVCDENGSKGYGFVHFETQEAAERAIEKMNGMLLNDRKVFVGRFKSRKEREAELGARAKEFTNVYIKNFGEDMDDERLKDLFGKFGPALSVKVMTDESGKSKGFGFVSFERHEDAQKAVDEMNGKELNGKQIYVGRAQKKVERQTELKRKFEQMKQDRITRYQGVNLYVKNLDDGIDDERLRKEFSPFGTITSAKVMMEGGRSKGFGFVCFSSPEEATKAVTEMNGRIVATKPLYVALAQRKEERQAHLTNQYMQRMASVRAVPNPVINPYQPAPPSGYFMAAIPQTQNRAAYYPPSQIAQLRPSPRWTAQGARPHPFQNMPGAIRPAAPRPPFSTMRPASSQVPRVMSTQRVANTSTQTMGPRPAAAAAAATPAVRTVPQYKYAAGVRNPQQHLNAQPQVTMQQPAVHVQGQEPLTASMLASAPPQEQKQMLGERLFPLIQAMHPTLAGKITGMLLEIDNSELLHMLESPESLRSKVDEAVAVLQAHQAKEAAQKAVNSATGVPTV
FAS TE block: FAS thioesterase domain inhibitors, primary screen, biochemical, fluorescence intensity, uHTS; 360,000 compounds, 0.67% hits; inhibition, % at 15 µM; Fatty acid synthase (Homo sapiens), P49327; AID 602261, 2012; recombinant FAS-TE, OMFH fluorogenic substrate, fluorescence endpoint;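 active = compounds whose normalised, plate-corrected inhibition of enzyme fluorescence in the single-dose primary screen is 50% or more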;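 also: 0% = DMSO with enzyme and 100% = substrate without enzyme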
* hit, by the source's call; i = inactive; · = no result given.

SMILES	SKN-1 block	MT1-MMP act inh	Rin1 Abl inh	MsrA act	eLon inh	Neddyl block	CendR NRP1 mod	PABP1 MLLE inh	FAS TE block
COc1ccc(C(=O)NC2CC2)cc1OC1CCN(Cc2cc(C)cc(C)c2)CC1	-9	3	3	-2	-7	i	13	4	-5
N#CC1=C(N)Oc2cc(Nc3ccccc3)ccc2C1c1ccncc1 (centres undefined)	-13	-13	-1	0	-20	i	-37	-21	-39
COCCN(C(=O)COC(=O)C1CC1)c1c(N)n(Cc2ccccc2)c(=O)[nH]c1=O	6	6	2	-2	-3	i	-9	-29	-6
Cc1ccc(S(=O)(=O)NC(=O)C2(C)CCN2C(=O)C2CCCCC2)cc1 (centres undefined)	-3	2	0	1	-8	i	0	-4	-11
CCOc1ccccc1CN1CCNC(=O)C1CC(=O)N(C)C1CCOCC1 (centres undefined)	3	-1	-1	-1	2	i	-2	8	-7
COc1ccccc1/C=N/NC(=O)c1nnn(-c2nonc2N)c1-c1cccs1	-8	1	-4	-1	11	i	5	12	4
O=C(Cc1c(F)cccc1Cl)NNC(=O)Nc1ccc2c(c1)OCO2	-1	0	14*	-3	-9	i	19	0	-6
COc1ccc(-n2cc(-c3ccccc3)[n+]3c2CCCCC3)cc1	-13	-9	-1	-3	1	i	4	-11	-9
O=C(Nc1nnc(C2CC2)s1)c1cc([N+](=O)[O-])ccc1N1CCCCC1	7	2	-2	-4	-2	i	2	6	49
NC(=O)CSc1nc2cccnc2n1-c1ccc(F)cc1	-6	-2	1	4	0	i	5	-2	-5
Cc1ccsc1/C=C1\SC(N)=NC1=O	22	-3	-2	-8	-4	i	-43	-19	-10
CCNc1nc(NC(C)C)nc(NS(=O)(=O)c2ccc(Cl)cc2)n1	13	0	2	-2	8	i	3	5	-3
N#CCc1c(C#N)c(N)nc(N2CCN(S(=O)(=O)c3ccccc3F)CC2)c1C#N	3	-9	1	-4	-35	i	-10	-130	18
Cc1[nH]c2ccccc2c1C(=O)NS(=O)(=O)Nc1ccccc1	-4	-1	-3	-2	-3	i	-4	-2	-7
COC(=O)c1cccc(C23CC4(C2)[C@H](CN(Cc2cccnc2)[C@@H]4c2ccccc2)C3c2ccc(Cl)nc2)c1 (some centres undefined)	3	-10	2	0	-15	i	21	-1	29
COc1ccc(-n2c(Cc3cccn3C)nnc2SCC(=O)Nc2cccc(C)c2C)cc1	-11	1	-1	-4	1	i	7	-5	-3
CCCCNC(=O)C1(C)CCN1C(=O)c1ccc(F)c(C)c1 (centres undefined)	6	5	-7	-2	4	i	4	-4	-6
Cc1nn(-c2ccccc2)c2nc(N)c(C#N)c(-c3ccc(O)c(O)c3)c12	5	-3	1	-5	0	i	0	-14	9
Cc1cccc(N2CCN(C(=O)CN(C)S(=O)(=O)c3ccc4c(c3)CCC(=O)N4)CC2)c1C	8	-3	5	-1	1	i	8	14	-31
Nc1ccc(S(=O)(=O)NC2(C(F)(F)F)NC(=O)N(c3ccccc3Cl)C2=O)cc1 (centres undefined)	-13	0	3	3	-9	i	-8	-15	-9
COC(=O)Cn1nc(-c2ccccc2)c2cc(Cl)ccc21	-12	0	-3	-6	-2	i	6	15	14
COc1ccc(N2CCN(CCCNC(=O)C(=O)c3c(C)[nH]c4ccccc34)CC2)cc1	-7	1	2	-5	2	i	9	11	-4
CC(=O)Nc1ccc(S(=O)(=O)Nc2nc3ccccc3nc2-n2ccc(=NC(=O)c3ccccc3)cc2)cc1	-6	-2	-2	-2	0	i	1	-9	1
CN(C)S(=O)(=O)c1cccc(C(=O)N2CCN(Cc3ccccc3)CC2)c1	20	-1	5	0	6	i	18	-31	-4
O=C(CNC(=O)c1ccco1)NCC(=O)OCc1ccc(C(=O)Oc2ccc(Cl)cc2)cc1	15	-4	-4	1	7	i	7	9	-4
COC(=O)c1sccc1NC(=O)c1sccc1C	1	2	-4	-10	-5	i	10	1	1
O=S(=O)(CS(=O)(=O)c1ccccc1)c1ccccc1	10	0	-2	-4	0	i	14	3	-8
CCOC(=O)c1ccc(Nc2c(CC)c(C)nc3ncnn23)cc1	-4	7	0	-5	-7	i	-1	3	-5
O=C(CSc1nc2nn(-c3ccccc3)c(=O)c-2c2n1CCCCC2)c1ccc(OC(F)F)cc1	-15	5	-4	-1	0	i	6	-24	42
Cc1cc(NC(=O)CCCN2C(=O)/C(=C\c3cccs3)SC2=S)no1	8	10	0	-1	-10	i	-6	13	-6
CCC(C(=O)NCCN1CCN(C)CC1)n1c(C)c2cnn(-c3ccccc3)c(=O)c2c1C (centres undefined)	-9	·	-1	-10	-3	i	-5	2	-7
O=C1CSC(c2cccc([N+](=O)[O-])c2)N1C1CC2CCC1C2 (centres undefined)	-5	3	5	-4	2	i	-9	-8	-1
Nc1ncnc2c1ncn2[C@@H]1O[C@H](CNCc2ccccc2OC2OC(CO)C(O)C(O)C2O)[C@@H](O)[C@H]1O (some centres undefined)	16	6	-1	-2	1	i	-14	4	-12
O=C(Nc1ccnc(-c2ccncc2)n1)C1CC1	-12	4	-6	-2	-9	i	4	8	-12
Cc1cc(C)c2c(N)c(C(=O)N/N=C/c3cccs3)sc2n1	1	-13	-1	-4	-10	i	-136	-63	-7
CCOc1ccc(/C=N/OCC(=O)NCc2ccc3c(c2)OCO3)cc1OC	-3	0	1	-6	1	i	-5	4	-8
O=C(COC(=O)/C=C/c1ccc2c(c1)OCO2)NC1CC1	-8	-1	4	-7	-6	i	3	6	-8
COCCNC(=O)c1cn(C)c2ccc(S(=O)(=O)N3CCCC3)cc2c1=O	26	-3	-2	0	7	i	12	-8	-4
CCOC(=O)c1cc(C(=O)OCC)c(=O)[nH]c1N1CCCCC1	3	3	-4	-5	-4	i	-3	-1	0
CCOc1ncccc1C(=O)Nc1cccc(S(=O)(=O)NC2=NCCC2)c1	-3	3	-1	-4	4	i	13	10	-8
COC(=O)c1ccc(COC(=O)c2ccc(S(=O)(=O)N3CCC(C)CC3)cc2)o1	26	5	2	-8	-1	i	3	-1	3
COC(=O)c1ccc(-c2nc(-c3cccs3)no2)cc1	22	3	2	0	2	i	2	12	-1
COc1ccc(C(=O)Nc2ccc(C(=O)N3CCC(C)CC3)cc2)cc1OC	13	0	3	-3	-4	i	-11	1	-6
CC(=O)c1c(C)[nH]c(C(=O)OCC(=O)c2ccc(C)s2)c1C	-7	9	-2	-10	1	i	-6	3	2
O=C(NNC(=O)c1sc2cccc(Cl)c2c1Cl)Nc1ccccc1	15	4	0	-9	2	i	6	-8	-10
Cc1cc(C)cc(OCC(=O)N2CCc3ccccc3C2)c1	-4	0	3	-6	-6	i	-10	1	6
COc1ccc(C2OC(=O)CC2C(=O)NCc2ccc(C)cc2)cc1OC (centres undefined)	2	0	2	-4	-10	i	-7	6	-5
COCCCNC(=O)c1cc(Sc2ccc(F)cc2)nc2ccccc12	0	4	-4	-3	9	i	2	-12	-5
Cc1cc(C(=O)O[C@H]2[C@H](C)NS(=O)(=O)[C@H]3C[C@@H]4C=C[C@]23O4)cc([N+](=O)[O-])c1	18	4	2	-3	2	i	-3	0	-7
COc1cccc(-c2nnc3sc(-c4cccs4)nn23)c1	-2	-3	-1	4	1	i	9	9	6
CCN(c1ccccc1)S(=O)(=O)c1ccc(Cl)c(NC(=O)CN2CCN(C)CC2)c1	10	-3	2	-1	-3	i	8	-63	-25
O=C(NCCN1CCN(c2ccccc2F)CC1)c1ccc2nc3ccccc3c(=O)n2c1	28	-1	-3	0	0	·	14	-8	0
CN(C(=O)c1cccc(NC(=O)Cc2ccc(NC(=O)C3CCN(C(=O)C4CC4)CC3)cc2)c1)C1CCC1	-5	0	-5	-1	0	i	-1	8	-6
C/C(=N\NC(=O)c1cccc2ccccc12)c1cccs1	2	1	-4	-3	-7	i	7	-9	-3
CCc1ccc(OCC(=O)NNC(=S)NC(=O)C2CCCCC2)c(Br)c1	1	5	1	0	-1	i	-4	23	4
C/C(=N\NC(N)=O)C1(C)CCCCC1	11	-3	0	-3	2	i	-1	3	-5
Cc1nn(Cc2cccc(F)c2)c(C)c1NC(=O)c1c([N+](=O)[O-])c(C)nn1C	-12	-1	-1	-1	-8	i	-9	-4	-5
CCCCCCNS(=O)(=O)c1ccc(OC)c(OC)c1	-13	3	8	-6	-3	i	2	-5	1
CC(NC(=O)NC(=O)c1ccc(Cl)cc1Cl)C1CC1 (centres undefined)	11	5	-1	-3	0	i	-4	4	3
Cc1cc(C(=O)N/N=C/c2ccc(O)c([N+](=O)[O-])c2)n[nH]1	1	3	-6	-6	-4	i	8	-6	1

In a second layout: results already given
The line under a structure holds: SKN-1 block | MT1-MMP act inh | Rin1 Abl inh | MsrA act | eLon inh | Neddyl block | CendR NRP1 mod | PABP1 MLLE inh | FAS TE block
CCCCCCNS(=O)(=O)c1ccc(OC)c(OC)c1
  -13 | 3 | 8 | -6 | -3 | i | 2 | -5 | 1
CC(NC(=O)NC(=O)c1ccc(Cl)cc1Cl)C1CC1 (centres undefined)
  11 | 5 | -1 | -3 | 0 | i | -4 | 4 | 3

(more compounds)
SMILES	SKN-1 block	MT1-MMP act inh	Rin1 Abl inh	MsrA act	eLon inh	Neddyl block	CendR NRP1 mod	PABP1 MLLE inh	FAS TE block
Cc1ccc(C)c(NC(=O)Cn2ccn(-c3ccc4c(c3)OCO4)c(=O)c2=O)c1	-5	-1	2	1	-1	i	-1	-11	0
Cc1ccc(S/C=C\C(=O)c2ccccc2)cc1	42*	-38	-1	-6	-11	i	8	26	20
CCCn1c2ccccc2c2nnc(SCC(=O)Nc3cc(C)on3)nc21	4	-1	-3	-10	-5	i	-6	-1	-3
c1ccc(-c2c[n+]3c(n2-c2ccccc2)SCC3)cc1	8	4	-4	-2	-4	i	11	6	-7
O=C(NC(c1ccccc1)c1ccccc1)N1CCN(CCO)CC1	0	1	-1	-1	2	i	2	-1	-1
CCCCCC(=O)N1CCN(S(=O)(=O)c2ccc3c(c2)OCCCO3)CC1	17	1	0	-3	5	i	1	-3	3
COc1ccc(NC(=O)CN(C)C(=O)CCCN2C(=O)c3cccc4cccc(c34)C2=O)cc1	14	-2	0	-9	10	i	-6	-6	1
Cc1cccc(CNC(=O)c2ccc(NC(=O)C3=CSCCO3)cc2)c1	8	9	-1	-3	-2	i	14	-6	0
Cc1ccc2nc(C(Cl)(Cl)Cl)nc(N/N=C/c3ccncc3)c2c1	7	-3	2	-8	-7	i	0	-16	-1
CCCc1cc(=O)oc2c(C)c(OC(C)C(=O)NCc3ccccn3)ccc12 (centres undefined)	0	0	1	-2	-15	i	-3	10	-1
CC(=O)NCC(=O)OCC(=O)c1ccc(C)cc1	8	8	4	0	-3	i	-1	9	-4
COc1ccc(CNC(=O)C2CCN(C(=O)c3sccc3-n3cccc3)CC2)cc1	26	0	1	0	-3	i	3	11	-5

Among those listed so far, 3 contain a cyano group.
SMILES	SKN-1 block	MT1-MMP act inh	Rin1 Abl inh	MsrA act	eLon inh	Neddyl block	CendR NRP1 mod	PABP1 MLLE inh	FAS TE block
N#CC1=C(N)Oc2cc(Nc3ccccc3)ccc2C1c1ccncc1 (centres undefined)	-13	-13	-1	0	-20	i	-37	-21	-39
N#CCc1c(C#N)c(N)nc(N2CCN(S(=O)(=O)c3ccccc3F)CC2)c1C#N	3	-9	1	-4	-35	i	-10	-130	18
Cc1nn(-c2ccccc2)c2nc(N)c(C#N)c(-c3ccc(O)c(O)c3)c12	5	-3	1	-5	0	i	0	-14	9
